Screening results: PubChem BioAssay, MTDP
RNase H inhibition: RNase H inhibition, HIV 1 Gag Pol polyprotein, FRET biochemical assay, screening (AID 372); HIV-1 RT RNase H, FRET RNA/DNA substrate fluorescence; higher % means a stronger effect; one-dose inhibition, % at 10 µM; IC50 in µM for titrated hits; hit rate 0.77% among 100,000; in the data active = inhibition above about 50%
The depositor's hits bear a star; & = joins results of further samples. Not all compounds are listed (hit frequency here may not be typical).

A first look (25 entries):
SMILES	RNase H inhibition
CCC(CC)NCc1cccc([N+](=O)[O-])c1	11%
CCOC(=O)c1ccc(NC(=S)NCCCN(CC)CC)cc1	7%
CCCCNCCOc1ccccc1OCC	12%
O=c1oc2ccccc2c2c1ncn2C1CCCCC1	6%
CCC(C)c1ccc(NC(=O)c2ccc(C)cc2)cc1 (stereo not drawn)	8%
COC(=O)C1=C(C)N(c2ccccc2F)C(=O)/C1=C\c1ccc(F)cc1	8%
O=C(O)CCCCCN1C(=O)C(=O)/C(=C(/O)c2ccc(F)cc2)C1c1cccc([N+](=O)[O-])c1 (stereo not drawn)	0%
CCOC(=O)C1=C(C)N=c2s/c(=C\c3ccc(-c4cc([N+](=O)[O-])ccc4Cl)o3)c(=O)n2C1c1ccc(OC)c(OC)c1 (stereo not drawn)	0%
O=C(Nc1ccccc1)Nc1ccc(C(=O)N2CCOCC2)cc1	5%
COc1ccccc1N1C(=O)S/C(=C\c2cccc(Br)c2)C1=O	10%
C=C1c2cc(C)ccc2NC(=O)N1c1ccc(C)cc1	12%
Cc1cccc2c1[nH]c1nc(N/N=C\c3ccc(-c4cccc([N+](=O)[O-])c4)o3)nnc12	0%
CCOc1ccc(N/C=C/C(=O)c2ccco2)c([N+](=O)[O-])c1	3%
CCN(CC)c1ccc(/C=C2\C(=O)NC(=O)N(c3ccc(Cl)cc3)C2=O)o1	8%
Cc1ccc(C(=O)Nc2nc(-c3ccccc3)cs2)cc1	16%
Cc1ccc(-c2nc(-c3cc4cc([N+](=O)[O-])c(O)cc4oc3=O)cs2)cc1	1%
CCC/C(O)=C1\C(=O)CC(C)(C)CC1=Nc1ccccc1	0%
CCOC(=O)C1=C(C)N=c2s/c(=C\c3ccc4c(c3)OCO4)c(=O)n2C1c1ccc(Cl)cc1 (stereo not drawn)	0%
CCOC(=O)C1=C(C)NC2=C(C(=O)CC(c3ccccc3)C2)C1c1cc(Cl)c(O)c(OC)c1 (stereo not drawn)	23%
COC(=O)/C(=C\C=C\N(C)c1ccccc1)C(C)=O	4%
O=P(O)(CNCc1ccccc1)CNCc1ccccc1	0%
Brc1ccc(-c2nc(NCCCN3CCOCC3)c3ccccc3n2)cc1	6%
CC(=O)c1ccc2c(c1)C1C=CCC1C(c1cccc([N+](=O)[O-])c1)N2 (stereo not drawn)	45%
CCOC(=O)C1=C(C)N=c2s/c(=C\c3ccc(OCc4ccccc4)c(OCC)c3)c(=O)n2C1c1ccc(OC)c(OC)c1 (stereo not drawn)	4%
Cc1ccc(-c2cc(C(=O)N/N=C/c3ccc(N(C)C)cc3)[nH]n2)cc1	15%

All compounds of this part, from the first entry:
SMILES	RNase H inhibition
CCC(CC)NCc1cccc([N+](=O)[O-])c1	11%
CCOC(=O)c1ccc(NC(=S)NCCCN(CC)CC)cc1	7%
CCCCNCCOc1ccccc1OCC	12%
O=c1oc2ccccc2c2c1ncn2C1CCCCC1	6%
CCC(C)c1ccc(NC(=O)c2ccc(C)cc2)cc1 (stereo not drawn)	8%
COC(=O)C1=C(C)N(c2ccccc2F)C(=O)/C1=C\c1ccc(F)cc1	8%
O=C(O)CCCCCN1C(=O)C(=O)/C(=C(/O)c2ccc(F)cc2)C1c1cccc([N+](=O)[O-])c1 (stereo not drawn)	0%
CCOC(=O)C1=C(C)N=c2s/c(=C\c3ccc(-c4cc([N+](=O)[O-])ccc4Cl)o3)c(=O)n2C1c1ccc(OC)c(OC)c1 (stereo not drawn)	0%
O=C(Nc1ccccc1)Nc1ccc(C(=O)N2CCOCC2)cc1	5%
COc1ccccc1N1C(=O)S/C(=C\c2cccc(Br)c2)C1=O	10%
C=C1c2cc(C)ccc2NC(=O)N1c1ccc(C)cc1	12%
Cc1cccc2c1[nH]c1nc(N/N=C\c3ccc(-c4cccc([N+](=O)[O-])c4)o3)nnc12	0%
CCOc1ccc(N/C=C/C(=O)c2ccco2)c([N+](=O)[O-])c1	3%
CCN(CC)c1ccc(/C=C2\C(=O)NC(=O)N(c3ccc(Cl)cc3)C2=O)o1	8%
Cc1ccc(C(=O)Nc2nc(-c3ccccc3)cs2)cc1	16%
Cc1ccc(-c2nc(-c3cc4cc([N+](=O)[O-])c(O)cc4oc3=O)cs2)cc1	1%
CCC/C(O)=C1\C(=O)CC(C)(C)CC1=Nc1ccccc1	0%
CCOC(=O)C1=C(C)N=c2s/c(=C\c3ccc4c(c3)OCO4)c(=O)n2C1c1ccc(Cl)cc1 (stereo not drawn)	0%
CCOC(=O)C1=C(C)NC2=C(C(=O)CC(c3ccccc3)C2)C1c1cc(Cl)c(O)c(OC)c1 (stereo not drawn)	23%
COC(=O)/C(=C\C=C\N(C)c1ccccc1)C(C)=O	4%
O=P(O)(CNCc1ccccc1)CNCc1ccccc1	0%
Brc1ccc(-c2nc(NCCCN3CCOCC3)c3ccccc3n2)cc1	6%
CC(=O)c1ccc2c(c1)C1C=CCC1C(c1cccc([N+](=O)[O-])c1)N2 (stereo not drawn)	45%
CCOC(=O)C1=C(C)N=c2s/c(=C\c3ccc(OCc4ccccc4)c(OCC)c3)c(=O)n2C1c1ccc(OC)c(OC)c1 (stereo not drawn)	4%
Cc1ccc(-c2cc(C(=O)N/N=C/c3ccc(N(C)C)cc3)[nH]n2)cc1	15%

The list goes on.
SMILES	RNase H inhibition
Cc1ccc(-c2ccc(OCC(=O)Nc3cccc(C)c3)cc2)cc1	6%
O=C(c1cccc(F)c1F)N1CCN(c2cc(N3CCCCC3)c(F)cc2[N+](=O)[O-])CC1	12%
CC1=C(C(=O)OCCc2ccccc2)C(c2cc3c(cc2Cl)OCO3)C2=C(CC(c3ccc(Cl)cc3)CC2=O)N1 (stereo not drawn)	4%
CCC(CO)Nc1nc2c(c(=O)n(C)c(=O)n2C)n1C (stereo not drawn)	0%
CC1=C(C(=O)Nc2ccccc2C)C(c2cccnc2)C(C#N)=C(SCc2ccccc2)N1 (stereo not drawn)	4%
COCCOC(=O)C1=C(C)NC(=O)NC1c1ccc(C)cc1 (stereo not drawn)	8%
CCC(CC)C(=O)Nc1ccc(C)cc1C	15%
Cc1ccc(OCc2nnc(NC(=O)c3cccs3)s2)cc1	7%
CC1=CC(C)(C)N(C(=O)Nc2ccc(F)cc2)c2ccc(C)cc21	6%
COc1cc(/C=C(\C#N)c2ccc([N+](=O)[O-])cc2)cc(Br)c1O	9%
COc1ccccc1N1CCN(/N=C\c2cccc(Br)c2)CC1	12%
CCOc1cc(/C=C2\SC(N)=NC2=O)cc(Br)c1OCc1ccccc1Cl	30%
CC(C)CN1C(=O)c2ccc(C(=O)c3ccc4c(c3)C(=O)N(CC(C)C)C4=O)cc2C1=O	12%
O=C(Nc1ccc(Cl)c(Cl)c1)O/N=C\c1ccncc1	11%
O=[N+]([O-])c1ccc(C(O)CN2CCN(c3ccccc3)CC2)cc1 (stereo not drawn)	0%
COc1ccc(/C(O)=C/c2nc3ccccc3[nH]c2=O)cc1	7%
O=C(CSc1nnc(-c2cccc(F)c2)n1-c1ccccc1)Nc1ccc(F)cc1	6%
COCc1cc(C)nc(N/N=C/c2ccc(Cl)cc2Cl)c1C#N	0%
Cc1ccc(C(=O)NCc2ccc(F)cc2)c(Cl)c1	6%
O=C(CN1C(=O)/C(=C\c2ccccc2Cl)SC1=S)Nc1ccc([N+](=O)[O-])cc1O	24%
O=C(NCc1cccnc1)c1cc2nc(-c3cccs3)cc(C(F)(F)F)n2n1	14%
Cc1ccc2nc(-c3ccc(NC(=O)c4cc5ccccc5o4)cc3)sc2c1	16%
Cc1ccc(-c2cc(C(=O)Nc3ccccc3[N+](=O)[O-])c3ccccc3n2)c(C)c1	23%
CC/C(=N/O)c1ccc(CCCC(=O)O)s1	13%
c1ccc2c(-c3csc(-c4c[nH]c5ccccc45)n3)c[nH]c2c1	21%

New compounds follow:
SMILES	RNase H inhibition
CCOc1ccc(N2C(=O)/C(=C/c3ccc([N+](=O)[O-])cc3)SC2=S)cc1	0%
Cc1ccc(OS(=O)(=O)c2ccc3ccccc3c2)c(-n2nc3ccccc3n2)c1	14%
O=C(N/N=C/c1ccc(Cl)cc1)c1cc(C2CC2)[nH]n1	3%
CCCOc1ccc(N2C(=O)CC(N3CCN(C)CC3)C2=O)cc1 (stereo not drawn)	5%
Cc1[nH]c2ccccc2c1C=Nc1ccc(C(N)=O)cc1	3%
COc1ccc(C2(CNC(=O)Cc3ccccc3)CCCCC2)cc1OC	6%
C/C(=N\N1CCOCC1)c1c(C(F)(F)F)[nH]n(-c2nc3ccccc3s2)c1=O	13%
CCOCn1c2ccc(Cl)cc2c2cc(Cl)ccc21	0%
NC1=NC(=O)/C(=C/c2ccc(OCc3cccc4ccccc34)cc2)S1	29%
C=CC1Oc2ccc([N+](=O)[O-])cc2NC12C=C(C(C)(C)C)C(=O)C(C(C)(C)C)=C2 (stereo not drawn)	3%
COCCCNC(=O)c1cccc([N+](=O)[O-])c1C	2%
CCCCCCN1C(=O)C(=O)/C(=C(\O)c2ccccc2)C1c1ccc(OC)c(O)c1 (stereo not drawn)	3%
CC1(C)Cc2ccccc2/C(=C(\C#N)C(=O)Nc2ccccc2)N1	16%
COc1ccc(CC(=O)Nc2ccccc2Br)cc1OC	5%
Cc1ccc2ccc(S(=O)(=O)N3CCN(c4ccccc4)CC3)cc2c1	2%
Cc1ccccc1C(=O)NNC(=O)c1ccc([N+](=O)[O-])cc1	11%
O=C(CSc1nc2ccc(N3C(=O)c4ccccc4C3=O)cc2s1)Nc1ccc([N+](=O)[O-])cc1	13%
COc1cc(NC(=O)c2cc(-c3ccccc3)nc3ccccc23)c(OC)cc1Cl	2%
CC(/C=C/c1ccccc1)=N/NC(=O)c1cc([N+](=O)[O-])cc([N+](=O)[O-])c1	0%
COc1ccc(OC)c(/C=C2\C(=O)N(c3ccc(S(N)(=O)=O)cc3)N=C2C)c1	6%
CCc1ccc2c(c1)C1(NN=C(c3ccccc3)S1)C(=O)N2 (stereo not drawn)	17%
CCCC/C(C)=N/NC(=O)C(O)c1ccccc1 (stereo not drawn)	9%
Clc1ccc(-c2nc3ccccc3c3nncn23)c(Cl)c1	17%
O=C(COc1ccccc1)Nc1ccc(-c2nc3ccccc3s2)c(O)c1	18%
Cc1nn(-c2ccccc2)c2c1C(O)n1c(nc3ccccc31)S2 (stereo not drawn)	6%

The listing continues:
SMILES	RNase H inhibition
COc1ccccc1NC(=O)Nc1cccc2ccccc12	15%
O=C(Nc1ccc2oc(-c3cc(Cl)ccc3Cl)nc2c1)c1cccc(Cl)c1Cl	10%
CCc1ccc(C(C)NC(=O)Cc2ccccc2)cc1 (stereo not drawn)	3%
Cc1ccc(CC2C(=O)N(c3ccc([N+](=O)[O-])cc3)C(=O)C2C)cc1 (stereo not drawn)	4%
O=C(O)CCN1C(=O)/C(=C/c2cn(-c3ccccc3)nc2-c2cccs2)SC1=S	16%
COc1ccc(-c2cc(C(=O)Nc3ccc(C)c(Cl)c3)c3ccccc3n2)cc1OC	9%
CC1=NN(c2nc(-c3ccc(Cl)cc3)cs2)C(=O)C1C (stereo not drawn)	16%
Cc1ccc(-c2cc(=O)oc(-c3ccc4c(c3)OCO4)n2)cc1C	19%
C=CCn1c(=O)c(-c2nc3ccccc3c(=O)[nH]2)c(O)c2ccccc21	0%
Brc1ccc(CN2CCN(Cc3ccc4c(c3)OCO4)CC2)o1	11%
Cc1cc2nn(-c3ccccc3)nc2cc1NC(=S)NC(=O)c1cccc2ccccc12	14%
COc1cc(C=C2C(=O)N(C)C(=O)N(C)C2=O)ccc1OCc1cccc(C(=O)O)c1	10%
CCCn1c(NCc2cc(C)ccc2O)nc2ccccc21	0%
Cc1cccc(C)c1OCC(O)CNC(C)(C)C (stereo not drawn)	11%
O=C(Nc1ccc(Cl)cc1Cl)c1nc2nc(-c3ccccc3)cc(C(F)(F)F)n2n1	0%
CC(/C=C/c1ccc(N(C)C)cc1)=N\N=C(/N)SC1CC(=O)N(c2ccc(F)cc2)C1=O (stereo not drawn)	11%&16%
Cc1ccc(N2NC(=O)/C(=C/c3ccc(O)c([N+](=O)[O-])c3)C2=O)cc1	8%
O=C(NCc1ccccc1)C(O)c1ccccc1 (stereo not drawn)	15%
CCCNC(=O)C(=O)NCCc1ccc(OC)c(OC)c1	1%
COc1cc(C(=O)Nc2nnc(Cc3ccccc3)s2)cc(OC)c1OC	11%
O=C1C2C3C=CC(C4CC34)C2C(=O)N1C12CC3CC(CC(C3)C1)C2 (stereo not drawn)	11%
O=[N+]([O-])c1ccccc1-c1nc(-c2ccco2)c(-c2ccco2)[nH]1	32%
CC1=C(C(=O)Nc2ccccc2C)C(c2ccc(Cl)cc2)NC(=O)N1 (stereo not drawn)	2%
COCCNC(=O)CN(c1ccc([N+](=O)[O-])cc1)S(=O)(=O)c1ccccc1	8%
Cn1c(/C=C/c2cn(C)c3ccccc23)nc2ccccc2c1=O	5%

(list continues)
SMILES	RNase H inhibition
COc1ccc(C(=O)/C=C/Nc2ccccc2I)cc1	15%
COC(=O)CSc1nc2sc3c(c2c(=O)n1-c1ccccc1)CC(C)(C)OC3	0%
O=C(O)c1ccc2c(c1)C(=O)N(c1ccc(OCc3ccccc3)cc1)C2=O	5%
CC(=O)CC1(O)C(=O)Nc2ccc(Br)cc21 (stereo not drawn)	3%
CC1(C)CC(=O)C2=C(C1)Nc1ccccc1N(C(=O)c1ccccc1)C2c1ccc2c(c1)OCO2 (stereo not drawn)	20%
COC(=O)c1ccc(NC(=O)CCC2CCCCC2)cc1	0%
COc1ccc(/C=C2\C(=O)NC(=O)N(c3ccc(C)c(C)c3)C2=O)cc1Br	18%
O=C(CSc1nnnn1-c1ccccc1)Nc1cccc([N+](=O)[O-])c1	2%
O=[N+]([O-])c1cc(C(F)(F)F)cc([N+](=O)[O-])c1NCc1ccccc1	6%
Cc1cccc(N2C(=O)CC(NCc3ccc(S(N)(=O)=O)cc3)C2=O)c1 (stereo not drawn)	0%
COc1ccc(S(=O)(=O)N(CC(=O)N/N=C/c2ccc3c(c2)OCO3)c2cc(C)cc(C)c2)cc1OC	14%
CCn1c2ccccc2c2cc(CN3CCN(Cc4ccc5ccccc5c4)CC3)ccc21	12%
Cc1nc2ccccc2n1S(=O)(=O)c1ccc(Cl)cc1Br	43%
COc1ccc(-n2c(SCC(=O)c3ccccc3)nc3sc4c(c3c2=O)CCC4)cc1	9%
COc1ccc2ccccc2c1C=Nc1cc(C)ccc1C	25%
O=C(Nc1ccc2c(c1)OCCO2)c1cc(-c2cccs2)nc2ccccc12	2%
Cc1ccc(CNC(=O)CN(Cc2ccccc2)S(=O)(=O)c2ccc(C)cc2)cc1	5%
